B2AR arrestin = beta2AR (human) beta-arrestin recruitment activity | P07550 | beta-arrestin recruitment to beta2AR, cell-based reporter | Potency, µM (highest dose often 46.1 µM), for inactives: at the top dose activation, usual class: activators | 330,000 tested, 0.02% active | AID 492947;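 also: potency is read from the fitted curve at half-maximal effect; 0% = DMSO controls and full agonism = EC100 isoproterenol or metaproterenol; nearly all actives have a fitted effect of over 65% in size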
BRCA1 expr act = BRCA1 expression activation; MCF7-BRCA1-FFLuc reporter, luminescence, 48 h; response scale: scaled: vehicle 0%, 10 µM genistein 100%; Potency, µM (doses to about 46.1 µM), for the others: at the highest dose activation, hits mostly activators; 380,000 tested, 1.1% active; AID 624202; also: potency is read from the fitted curve at half-maximal effect; nearly all actives have a fitted effect of over 80% in size; some results filed as inactive show a strong effect at the top dose
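Luminescence from a BRCA1-driven firefly luciferase in MCF7 cells was read after 48 h compound exposure at 37 C. Data normalized against DMSO and a 10microM genistein activation control, then curve-fitted across the titration.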
ELG1 genotoxic = genotoxicity induction in ELG1-luciferase HEK293T cells; HEK293T ELG1-luciferase reporter, luminescence, 16 h; Potency, µM (series often up to 46 µM), without a hit: at the highest dose activity change, positive = activation, usual class: activators; 330,000 tested, 1.3% active; also: potency is read from the fitted curve at half-maximal effect; % of control where 0% means no effect; nearly all actives have a fitted effect of over 60% in size
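16 hr compound incubation (37 °C, 5% CO2) of HEK293T cells carrying luciferase-tagged ELG1; luciferase then measured by ONE-Glo luminescence after 30 min at RT.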
PTAP TSG101 blk = blocks PTAP/TSG101 interaction to inhibit HIV-1 budding; Q99816; Fluorescence polarization, FITC-PTAP peptide / Tsg101 binding; 340,000 tested, under 10 active; Potency, µM (top dose mostly 115 µM), without a hit: at the top dose activity change, negative = inhibition, hits mostly inhibitors; active = well fitted inhibition curve with a large enough effect in the main read-out, with a control signal flat, not every such curve was filed as active; inconclusive = small, poorly fitted or top-dose-only effect, or effect the other way, or a change in a side signal; inactive = no such curve, though single readings can be large or run the other way; also: potency is read from the fitted curve at half-maximal effect; % of control where 0% means no effect
Target sequence (Q99816 whole entry, looked up): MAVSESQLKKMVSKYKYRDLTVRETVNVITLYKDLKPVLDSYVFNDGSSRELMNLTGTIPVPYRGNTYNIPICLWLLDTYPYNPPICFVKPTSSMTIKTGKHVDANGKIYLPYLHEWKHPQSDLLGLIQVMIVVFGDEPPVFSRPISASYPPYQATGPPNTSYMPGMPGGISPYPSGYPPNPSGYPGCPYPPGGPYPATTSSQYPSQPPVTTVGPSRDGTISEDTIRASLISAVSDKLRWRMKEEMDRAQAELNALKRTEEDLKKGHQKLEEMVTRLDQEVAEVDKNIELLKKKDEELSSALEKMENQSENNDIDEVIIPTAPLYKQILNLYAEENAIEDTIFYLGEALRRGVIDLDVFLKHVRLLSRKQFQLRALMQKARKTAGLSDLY
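Tsg101 binding domain (10 uM final) was mixed with compound and a FITC-labeled PTAP peptide (50 nM final) in HEPES pH 7.5 buffer with NaCl, Tween 20, EDTA and TCEP; fluorescence polarization was read after 20 min at r.t.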
uPA surface inh = blocks generation of uPA at the cell surface. cell surface uPA generation assay, qHTS. Potency, µM (top dose mostly 38.3 µM), for the others: top-dose activity change, negative = inhibition, actives largely listed as inhibitors. 330,000 tested, 0.31% active. AID 540303; active = well fitted inhibition curve with a large enough effect; inconclusive = small, poorly fitted or top-dose-only effect; inactive = no such curve, though single readings can be large or run the other way; tested in mouse RAW 264.7 cells; also: potency is read from the fitted curve at half-maximal effect; % is scaled to controls: 0 for no effect and ±100 for the full control effect; nearly all actives have a fitted effect of over 55% in size
p53 reactivator = mutant p53 re-activation in reporter cells; 320,000 tested, 0.063% active; Potency, µM (titrated, usually from 92.2 µM), for the others: at the highest dose activity change, positive = activation, hits mostly activators; AID 504706; H1299 p53-A138V BP100-luciferase reporter, luminescence, 24 h; also: potency is read from the fitted curve at half-maximal effect; % of control where 0% means no effect; nearly all actives have a fitted effect of over 45% in size
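p53-null H1299 cells stably carrying temperature-sensitive p53-A138V and a BP100-luciferase reporter were pinned with compounds (4-point, 1:5 series) and held 24 hrs at 37 deg C. Luminescence was read 10 min after detection reagent.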
USP2a inh = inhibitors of human ubiquitin-specific protease USP2a; O75604; USP2 core, Ub-CHOP2 coupled fluorogenic reporter, 485/531; 330,000 tested, 0.01% active; Potency, µM (top dose mostly 38.3 µM), inactives show at the highest dose activity change, negative = inhibition, usual class: inhibitors;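 also: potency is read from the fitted curve at half-maximal effect; plate controls were DMSO wells for no effect and full inhibition by NEM control for full effect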
Target sequence (O75604 whole entry, looked up): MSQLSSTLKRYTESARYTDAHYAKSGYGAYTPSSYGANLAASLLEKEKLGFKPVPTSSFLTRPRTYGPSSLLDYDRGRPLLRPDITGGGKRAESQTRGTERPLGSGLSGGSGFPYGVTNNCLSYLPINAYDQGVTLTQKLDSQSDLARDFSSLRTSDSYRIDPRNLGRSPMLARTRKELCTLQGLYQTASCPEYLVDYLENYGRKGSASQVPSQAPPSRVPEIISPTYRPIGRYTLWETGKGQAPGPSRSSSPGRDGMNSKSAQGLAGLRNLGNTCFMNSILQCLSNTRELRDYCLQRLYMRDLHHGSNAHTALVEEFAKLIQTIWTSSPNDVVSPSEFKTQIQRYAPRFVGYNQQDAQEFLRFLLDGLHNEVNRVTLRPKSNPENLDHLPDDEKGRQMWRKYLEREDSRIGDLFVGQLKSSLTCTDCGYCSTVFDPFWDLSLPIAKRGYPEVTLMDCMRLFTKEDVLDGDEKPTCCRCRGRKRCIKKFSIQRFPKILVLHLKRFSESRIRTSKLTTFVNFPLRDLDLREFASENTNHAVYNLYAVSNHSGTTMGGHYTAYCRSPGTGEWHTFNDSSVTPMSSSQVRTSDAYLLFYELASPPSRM
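Cell-free coupled assay: 10nM USP2 core preincubated 30min RT with compound in Tris-HCl pH 8.0/CaCl2/CHAPS buffer, then 25nM Ub-CHOP2 and 25nM reporter substrate; fluorescence (Ex 485/Em 531) read after 60min RT, normalized to NEM inhibition, concentration-response curves fitted.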
ASM inhibitor = human S-ASM enzyme inhibition. placental ASM, HMU-PC fluorogenic substrate, 60 min. Potency, µM (highest dose often 57.5 µM), without a hit: at the top dose activity change, negative = inhibition, usual class: inhibitors. 340,000 tested, 0.006% active. AID 504937; also: potency is read from the fitted curve at half-maximal effect
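Fluorescence read-out (Ex 386 nm, Em 447 nm) after stopping the reaction at pH 10. Enzyme: ASM from human placenta; substrate HMU-PC0, 9 uM final; 60 min, 37 °C. Compound preincubation 10 min, ambient temperature.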
Eya2 phos inh = blocks the phosphatase activity of human Eya2 | O00167 | recombinant Eya2, OMFP fluorescence dephosphorylation (OMFP is methylfluorescein phosphate) | Potency, µM (series often up to 76.9 µM), for the others: at the highest dose activity, negative = inhibition, most hits filed as inhibitors | 330,000 tested, 0.006% active | AID 488837; also: potency is read from the fitted curve at half-maximal effect; % is scaled to controls: 0 for no effect and ±100 for the full control effect
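Eya2 (0.2 uM) preincubated 10 min at ambient with compound, then OMFP substrate added at 50 uM; 10 min reaction in 50 mM HEPES pH 7.5, 50 mM NaCl, 5 uM MgCl2, 0.05% BSA, 1 mM DTT. Fluorescence read at Ex 485/Em 525 nm.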
a7 integrin act = activators of alpha7 integrin expression for muscular dystrophy | 350,000 tested, 0.064% active | alpha7betagal myoblasts, beta-gal FDG fluorescence, 48 h | AID 624291 | Potency, µM (highest dose often 38.3 µM), for the others: at the highest dose activation, hits mostly activators;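 also: potency is read from the fitted curve at half-maximal effect; 100% = response of the positive control SU9516; nearly all actives have a fitted effect of over 60% in size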
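alpha7betagal+/- myoblasts (passage 13, 250/well) treated 48 h at 37C with compounds at 1:260 dilution of DMSO stock. Lysed, then beta-galactosidase activity read as FDG fluorescence (ex 480/em 540) after 30 min, with pre-read for autofluorescence.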
TRPV1 agonist = human TRPV1 agonism; TRPV1-expressing cells, Fluo-8 calcium influx, agonist mode; activation, % at 8.33 µM; 320,000 tested, 0.19% active; AID 540275; in the data active = activation above about 80%; inconclusive = between about 30% and that limit; also: 0% is about no effect
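Fluo-8 calcium influx in TRPV1-expressing cells, kinetic read (ex 480/em 520 nm). Compound added and read 3 min for agonist activity, followed by capsaicin at EC20 final and 2 min further read for enhancement.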
The depositor's hits bear a star; ? = inconclusive; . = no result given; & = joins results of further samples; [ ] = remark or other dose. Unless noted, calls follow the shape of the dose curve; as a rule, active = well fitted curve in the direction sought with a large enough effect; inconclusive = small, poorly fitted or top-dose-only effect, or another doubt; inactive = no such curve, though single readings can be large; an effect the other way counts as inactive or inconclusive.

Screens in order: BRCA1 expr act	USP2a inh	p53 reactivator	a7 integrin act	Eya2 phos inh	PTAP TSG101 blk	ASM inhibitor	TRPV1 agonist	ELG1 genotoxic	uPA surface inh	B2AR arrestin
COC(CNC(=O)c1ccc2c3c(onc13)-c1ccccc1C2=O)OC
  -99.6%[inhibitor]	4.5%	-13.7%	-61.5%[inhibitor]	-5.0%	?	-14.4%	14.4	?	-13.8%	7.2%
O=C(Nc1cccc(Oc2ccc3c(c2)C(=O)NC3=O)c1)c1cccs1
  -2.7%	1.0%	-1.6%	-1.7%	-12.7%	-1.8%	-13.6%	0.4	-0.8%	4.3%	-0.3%
Cc1nn(C)cc1CNC(=O)C1(C)CC1(Cl)Cl (centres undefined)
  2.6%	-3.2%	11.6%	32.4%	4.4%	-6.4%	3.1%	6.7	1.4%	1.0%	-1.1%
CCC1CCCCN1CCNC(=O)CCS(=O)(=O)c1ccc(Br)cc1 (centres undefined)
  1.4%	-0.1%	-15.2%	-11.8%	-0.5%	-0.2%	3.6%	1.6	0.7%	.	3.9%
CCSC1=C(C#N)C(c2ccccc2Cl)CC(=O)N1 (centres undefined)
  -27.7%	-2.3%	-0.7%	-15.5%	8.5%	-3.5%	0.0%	-0.5	2.8%	0.1%	0.2%
COc1ccc(OC)c(/C=N/NC(=O)CC(=O)NC2CCCCC2)c1
  -1.0%	4.5%	3.0%	0.7%	-15.3%	1.5%	406.9%[activator]	-0.4	1.3%	0.1%	-0.2%
NNC(=O)CN1CCN(c2ncc(C(F)(F)F)cc2Cl)CC1
  -5.1%	1.1%	-0.2%	20.2%	-16.4%	-6.0%	-2.2%	15.6	3.7%	-3.7%	-0.7%
COc1ccc(F)cc1C(=O)C1CCCN(Cc2c[nH]c3ccccc23)C1 (centres undefined)
  -38.8%	0.7%	-1.7%	-23.9%	7.0%	-0.3%	-2.1%	15.7	-8.1%	?	-0.2%
N#Cc1cccc(C(c2nnnn2CCc2ccccc2)N2CCN(C3CCCCC3)CC2)c1 (centres undefined)
  9.3%	1.0%	-4.5%	-27.3%	0.6%	-8.0%	11.6%	-2.3	-3.1%	8.1%	-0.1%
CC(/C=C1\SC(=S)N(C(C(=O)O)c2ccccc2)C1=O)=C\c1ccccc1 (centres undefined)
  9.2%	3.9%	0.6%	40.3%	-0.1%	-12.2%	-8.4%	0.1	0.2%	-0.2%	-0.8%
O=S(=O)(N[C@H]1C[C@@H](NS(=O)(=O)OCC(Cl)(Cl)Cl)C2CCCCC21)OCC(Cl)(Cl)Cl (some centres undefined)
  -67.6%	-1.9%	.	15.2%	11.4%	-0.8%	-22.9%	2.6	-11.1%	-6.8%	0.5%
CC(C(=O)NC(=O)NC1CCCCC1)N1CCN(c2ccccn2)CC1 (centres undefined)
  -7.4%	0.8%	0.8%	-33.1%	-8.8%	-1.9%	3.2%	-1.1	-5.5%	-0.3%	0.1%
O=C(Nc1ccccc1N1CCCCC1)c1ccc(F)cc1
  -17.3%	-0.7%	11.4%	0.0%	-13.6%	-3.6%	-3.2%	1.8	-4.1%	6.9%	0.2%
Cc1ccc(-n2c(=O)c3sccc3n(CC(=O)NCC3CCCO3)c2=O)cc1F (centres undefined)
  -6.5%	-0.3%	0.2%	-11.6%	15.2%	-7.3%	0.7%	-2.3	0.0%	2.0%	0.3%
Cc1cc(NC(=O)NC(=O)c2ccccc2F)no1
  52.7%	0.3%	19.2%	?	-3.9%	-10.9%	5.4%	0.9	?	-7.3%	0.1%
CC1Cc2cc(/C(O)=C3/C(=O)C(=O)N(CCN4CCOCC4)C3c3ccc(N(C)C)cc3)ccc2O1 (centres undefined)
  12.6%	-2.1%	-1.5%	-0.9%	5.1%	-1.9%	-3.0%	-1.8	-0.2%	6.8%	0.5%
O=[N+]([O-])c1ccccc1CCc1ccccc1[N+](=O)[O-]
  6.7%	.	.	7.3%	.	-4.6%	2.9%	.	.	-8.2%	.
O=C(CSc1nccn1Cc1ccccc1)NC1CCCC1
  15.1%&5.9%	-0.8%	0.2%	17.6%	3.0%	-0.7%	0.3%	0.1	6.4%	4.8%	-0.6%
Cc1noc(/C=C/N(C)C)c1S(=O)(=O)N1CCCC(C(=O)NCc2ccco2)C1 (centres undefined)
  -8.7%	-9.0%	-0.8%	-7.9%	7.5%	-2.5%	6.3%	2.8	23.5%	-13.2%	-0.2%
CC(C)Cc1cc(-c2ccco2)c(C#N)c(N)n1
  0.5%	0.9%	2.2%	-7.0%	5.3%	0.1%	83.7%[activator]	8.1	-6.6%	-13.9%	-0.2%
CCC(=O)Nc1ccc(S(=O)(=O)N2CCC(c3nc4ccccc4[nH]3)CC2)cc1
  -16.1%	1.9%	-5.1%	-4.6%	7.7%	0.5%	1.6%	1.2	-7.5%	-4.4%	0.1%
Cc1ccc(/C=N/NC(=O)Cc2c(F)cccc2Cl)s1
  ?	-1.7%	8.4%	22.2%	-2.3%	-6.1%	1.9%	13.7	?	7.0%	-0.1%
Cc1ccccc1C(=O)NC(=S)NC1CCS(=O)(=O)C1 (centres undefined)
  -7.3%	-0.8%	0.5%	-17.2%	11.3%	-0.8%	5.7%	0.2	2.8%	-3.5%	0.4%
CCS(=O)(=O)n1nc(-c2cccnc2)nc1NCc1ccc(F)cc1
  7.5%	-0.3%	0.8%	16.7%	-4.9%	0.8%	1.0%	-0.2	-2.1%	-2.8%	-0.2%
O=C(c1ccco1)N1CCN(C(=O)c2cc(Cl)nc3ccccc23)CC1
  -3.2%	-0.3%	0.6%	-15.2%	13.3%	-3.4%	6.8%	0.4	0.1%	7.8%	-0.3%
CC1SC(c2ccccc2Cl)NC1=O (centres undefined)
  -10.9%	0.6%	-5.3%	1.9%	44.0%	-10.2%	-3.7%	10.8	-2.7%	-6.1%	1.7%
Cc1ccc(NC(=O)CCCc2c[nH]c3ccccc23)nc1
  14.2%	-1.2%	8.2%	14.4%	4.3%	-0.7%	-3.2%	?	4.0%	-5.6%	-0.8%
Cc1ccc(NC(=O)Cc2ccccc2Cl)cc1S(=O)(=O)N(C)C
  -24.0%	2.9%	-10.9%	-15.3%	-19.8%	-3.8%	-3.5%	7.3	-0.1%	3.0%	-0.4%
CCN(CC)S(=O)(=O)c1ccc(NN)nc1
  3.7%	-1.6%	-1.1%	0.9%	-10.4%	0.1%	-1.7%	0.7	-2.4%	-4.2%	0.0%
COc1ccc(CCNC(=O)C2CCN(C(=O)c3ccc(Br)cc3)CC2)cc1OC
  -16.2%	-0.8%	1.1%	6.6%	-1.7%	-9.7%	-1.9%	6.9	0.5%	5.4%	-0.2%
CC(C)(C)NC(=O)C(c1ccc(F)cc1)N(Cc1ccco1)C(=O)CCC(=O)Nc1nccs1 (centres undefined)
  -14.7%	2.1%	1.0%	10.3%	-0.8%	-2.5%	3.9%	21.1	-0.7%	.	0.1%
Cc1cccc(C)c1NC(=S)N1CCOCC1
  -5.4%	-0.7%	-0.2%	7.8%	15.8%	1.4%	2.7%	1.7	-1.2%	5.3%	-0.4%
CC(C)(C)NC(=O)CSc1ncnc2c1nnn2Cc1ccccc1Cl
  -30.7%	0.4%	-48.2%[inhibitor]	-41.5%	-14.5%	-6.7%	-2.1%	2.1	-5.4%	-11.9%	0.6%
CCOC(=O)c1nnn(-c2nonc2N)c1CSc1nnc(N)s1
  -10.2%	3.4%	-5.1%	?	0.4%	-0.7%	-1.5%	-3.8	-1.1%	7.2%	0.0%
O=CN1CCN(C(=S)Nc2ccc(OC(F)F)cc2)CC1
  1.2%	-0.2%	5.0%	0.3%	-17.1%	-1.3%	-2.8%	4.5	-0.3%	2.1%	0.1%
c1ccc2[nH]c(CN3CCOCC3)nc2c1
  14.7%	7.7%	-2.0%	26.6%	8.9%	-1.3%	6.2%	-3.0	2.5%	?	0.3%
CC1(C)CC(=O)C(Sc2nnc(-c3ccc(NS(C)(=O)=O)cc3)n2Cc2ccco2)C(=O)C1
  1.9%	-2.5%	2.1%	-7.7%	-3.0%	-5.4%	6.6%	18.6	1.7%	2.8%	-0.2%
COc1ccc(-c2cnc(N)nc2-c2ccc(OCc3ccccc3)cc2O)cc1
  -86.5%[inhibitor]	-0.9%	-2.8%	-71.9%[inhibitor]	-6.7%	-2.7%	-5.9%	5.6	1.9%	-11.2%	-0.7%

Compounds as they come. About 2.6% of those tested had a hit in this group.
